HT1080-NT tox: kills 2HG-producing HT-1080-NT fibrosarcoma cells; HT-1080-NT fibrosarcoma viability, CellTiter-Glo ATP luminescence, 48 h; Potency, µM (top dose mostly 46.1 µM), without a hit: at the top dose activity, negative = less viability, most hits filed as cytotoxic; 360,000 compounds, 1.6% hits;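 also: NT is the 2HG producing partner of a matched IDH1 knockdown line; potency is read from the fitted curve at half-maximal effect; 0% = DMSO-treated cells and -100% = media-only wells without cells; nearly all actives have a fitted effect of over 55% in size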
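A 48-hour cytotoxicity screen used HT-1080-NT cells plated 2 hours before compound delivery. ATP-based CellTiter-Glo luminescence measured viability, normalized to DMSO and no-cell controls.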
KB-V1 MDR tox: KB-V1 MDR subline cytotoxicity; Potency, µM (titrated, usually from 46.1 µM), for inactives: top-dose activity change, negative = cytotoxicity, most hits filed as cytotoxic; 400,000 compounds, 3.4% hits; KB-V1 MDR cells viability, CellTiter-Glo, 72 h; also: potency is read from the fitted curve at half-maximal effect; % is scaled to controls: 0 for no effect and ±100 for the full control effect; nearly all actives have a fitted effect of over 60% in size
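KB-V1 MDR subline cells in DMEM (phenol-red free, 10% FBS) exposed to compounds in qHTS concentration series for 72 h at 37 degrees C. Viability read by CellTiter-Glo luminescence; concentration-effect curves fitted after normalization and correction.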
MCF10A rereplic: DNA re-replication induction in MCF 10a cells; MCF 10A DNA re-replication, Hoechst nuclear intensity, 48 h; Potency, µM (highest dose often 46.1 µM), for the others: top-dose activity, positive = re-replication, actives largely listed as activators; 350,000 compounds, 2.9% hits; also: potency is read from the fitted curve at half-maximal effect; % of control where 0% means no effect; nearly all actives have a fitted effect of over 50% in size
WRN helicase inh: inhibitors of human WRN helicase; WRN helicase unwinding, fluorescent forked duplex, kinetic; Potency, µM (top dose mostly 114 µM), without a hit: at the top dose activity change, negative = inhibition, most hits filed as inhibitors; 360,000 compounds, 0.46% hits; also: potency is read from the fitted curve at half-maximal effect; % is scaled to controls: 0 for no effect and ±100 for the full control effect; nearly all actives have a fitted effect of over 55% in size
Target sequence (Q14191 whole entry, looked up): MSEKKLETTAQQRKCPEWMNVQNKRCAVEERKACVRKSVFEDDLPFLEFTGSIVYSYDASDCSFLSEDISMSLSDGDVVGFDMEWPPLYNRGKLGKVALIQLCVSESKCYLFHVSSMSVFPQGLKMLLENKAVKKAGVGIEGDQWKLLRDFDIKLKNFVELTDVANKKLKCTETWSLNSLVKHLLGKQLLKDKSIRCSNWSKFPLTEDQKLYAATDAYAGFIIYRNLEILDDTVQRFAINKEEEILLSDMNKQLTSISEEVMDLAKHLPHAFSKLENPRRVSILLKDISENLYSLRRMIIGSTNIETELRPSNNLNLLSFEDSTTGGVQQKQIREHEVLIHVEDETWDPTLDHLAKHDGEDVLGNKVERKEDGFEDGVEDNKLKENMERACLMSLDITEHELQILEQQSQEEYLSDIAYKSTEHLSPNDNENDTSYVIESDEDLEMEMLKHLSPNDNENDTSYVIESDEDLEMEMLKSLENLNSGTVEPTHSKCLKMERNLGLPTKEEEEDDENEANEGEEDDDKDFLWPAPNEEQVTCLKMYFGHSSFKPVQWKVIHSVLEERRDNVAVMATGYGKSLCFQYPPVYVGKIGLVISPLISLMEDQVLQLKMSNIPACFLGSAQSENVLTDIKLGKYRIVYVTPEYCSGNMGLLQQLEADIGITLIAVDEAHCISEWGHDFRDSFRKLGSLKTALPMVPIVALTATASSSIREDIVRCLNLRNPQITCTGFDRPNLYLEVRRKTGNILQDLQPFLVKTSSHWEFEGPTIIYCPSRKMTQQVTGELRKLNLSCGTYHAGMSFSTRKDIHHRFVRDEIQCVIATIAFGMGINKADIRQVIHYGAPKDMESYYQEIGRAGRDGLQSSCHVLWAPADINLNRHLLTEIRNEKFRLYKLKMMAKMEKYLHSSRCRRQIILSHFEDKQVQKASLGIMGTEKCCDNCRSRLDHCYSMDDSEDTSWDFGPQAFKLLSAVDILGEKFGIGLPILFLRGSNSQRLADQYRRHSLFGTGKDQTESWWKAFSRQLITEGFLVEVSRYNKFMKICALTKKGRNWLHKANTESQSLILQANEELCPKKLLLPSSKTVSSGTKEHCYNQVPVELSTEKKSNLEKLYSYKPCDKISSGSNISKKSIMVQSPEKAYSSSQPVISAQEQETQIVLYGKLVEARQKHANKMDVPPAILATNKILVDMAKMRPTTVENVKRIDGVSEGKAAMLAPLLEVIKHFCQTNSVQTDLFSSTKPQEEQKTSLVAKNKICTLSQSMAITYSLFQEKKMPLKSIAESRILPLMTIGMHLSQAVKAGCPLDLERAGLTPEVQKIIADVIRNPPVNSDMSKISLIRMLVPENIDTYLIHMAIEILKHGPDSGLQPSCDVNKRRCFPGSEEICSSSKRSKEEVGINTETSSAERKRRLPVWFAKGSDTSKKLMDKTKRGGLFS
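WRN at 20 nM final was preincubated with compound for 15 min at room temperature; reaction started with 100 nM forked duplex oligonucleotide carrying fluorophore and quencher plus 2 mM ATP (final). Unwinding followed kinetically by red fluorescence (ex 525/em 598 nm).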
SW480 rerep: inducers of DNA re-replication in SW480 colon cancer cells; SW480 DNA re-replication, Hoechst DNA content imaging, 48 h; Potency, µM (top dose mostly 46.1 µM), for inactives: at the top dose re-replication activation, most hits filed as activators; 340,000 compounds, 1.8% hits; AID 624297; also: potency is read from the fitted curve at half-maximal effect; % of control where 0% means no effect; nearly all actives have a fitted effect of over 55% in size
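DNA re-replication was detected as more nuclei of elevated Hoechst intensity after 48 hr exposure to compound (23 nL pinned per well of 250 cells).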
IL-1B inflam inh: inhibitors of inflammasome signaling (IL-1 beta secretion); THP-1 LPS/ATP IL-1B secretion, AlphaLISA, 16 h; active compounds read low; activity change, % at 57.5 µM; 360,000 compounds, 4.7% hits; AID 743279; in the data active = activity change below about -50%; inconclusive = mostly about -30% to -49%; also: % is scaled to controls: 0 for no effect and ±100 for the full control effect
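Secreted IL-1B measured by AlphaLISA bead assay after 16 h compound exposure of THP-1 cells; compounds (final up to 57.5 uM) added 1 h before LPS (250 ng/mL) and ATP (1.25 mM) stimulation; lower signal means less secretion.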
ATXN2 expr inh: inhibitors of ATXN2 expression; Potency, µM (series often up to 57 µM), inactives show at the top dose activity change, negative = inhibition, actives largely listed as inhibitors; HEK-293 ATXN2-luciferase reporter, luminescence, 24 h; 360,000 compounds, 0.72% hits; also: potency is read from the fitted curve at half-maximal effect; % is scaled to controls: 0 for no effect and ±100 for the full control effect; nearly all actives have a fitted effect of over 55% in size
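qHTS (up to 57 uM final) was run with 24 h compound exposure of reporter cells at 37 °C. Each well was multiplexed: SteadyGlo luminescence measured ATXN2-luciferase expression after a fluorogenic Gly-Phe-AFC viability readout (25 uM final).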
HT1080 IDH1KD tx: toxicity to HT-1080 IDH1 knockdown cells (counter line). 360,000 compounds, 2% hits. HT-1080 IDH1 knockdown viability, ATP luminescence, 48 h. Potency, µM (titrated, usually from 46.1 µM), inactives show top-dose activity, negative = toxicity, most hits filed as cytotoxic;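 also: potency is read from the fitted curve at half-maximal effect; 0% = DMSO wells and -100% = cell-free medium wells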
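% activity derives from luminescence (CellTiter-Glo), normalised to DMSO and no-cell wells. HT-1080-IDH1KD cells, 750/well, had 48 h compound exposure at 37 °C.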
KB-3-1 cytotox: KB-3-1 parental cell cytotoxicity; KB-3-1 viability, CellTiter-Glo ATP luminescence, 72 h; Potency, µM (titrated, usually from 46.1 µM), inactives show at the highest dose activity change, negative = cytotoxic, most hits filed as cytotoxic; 400,000 compounds, 1.4% hits; AID 1347075; also: potency is read from the fitted curve at half-maximal effect; % is scaled to controls: 0 for no effect and ±100 for the full control effect; nearly all actives have a fitted effect of over 60% in size
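Here the drug-naive KB-3-1 line serves as comparator for MDR sub-line selectivity; cells received compound titrations, 72 h at 37 °C, then CellTiter-Glo readout.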
Starred values were filed as active, the others as inactive; ? = inconclusive; nt = not tested or not shown; [ ] = remark or other dose. Unless noted, calls follow the shape of the dose curve; as a rule, active = well fitted curve in the direction sought with a large enough effect; inconclusive = small, poorly fitted or top-dose-only effect, or another doubt; inactive = no such curve, though single readings can be large; an effect the other way counts as inactive or inconclusive.

1. Cc1ccc(S(=O)OCC(=O)Nc2cc(Cl)ccc2N2CCOCC2)cc1 (configuration not stated)
2. O=C1/C(=C/c2ccc(O)c(O)c2)Oc2cc(O)ccc21
3. CCCCN1CC(COCc2ccccc2)Oc2cccc(Oc3ccccc3)c2S1(=O)=O (configuration not stated)
4. COc1cccc(S(=O)(=O)NCc2ccc(C(=O)NCC3CCCO3)cc2)c1 (configuration not stated)
5. COc1ccc(CC(N)c2csc(NC(=O)Nc3cccc(C(F)(F)F)c3)n2)cc1 (configuration not stated)
6. Cc1ccc(S(=O)(=O)NCCNC(=O)c2cc(OCC(F)(F)F)ccc2OCC(F)(F)F)cc1
7. C=CC(C)(C)c1c(O)c(CC=C(C)C)c(O)c2c(=O)c3ccc(O)c(O)c3oc12
8. CC(C)C(=O)OCC(=O)NCc1ccccc1Cl
compound no.	1	2	3	4	5	6	7	8
IL-1B inflam inh	-15	51	0	8	-57*	17	83	0
MCF10A rereplic	10%	4%	0%	-12%	nt	1%	23µM*	-5%
HT1080-NT tox	-4%	-4%	-6%	5%	18µM*	-17%	?	19%
WRN helicase inh	2%	?	-1%	2%	-9%	1%	-12%	-3%
HT1080 IDH1KD tx	-13%	1%	-1%	8%	16µM*	-19%	15µM*	21%
KB-3-1 cytotox	2%	3%	?	1%	?	0%	?	-7%
ATXN2 expr inh	nt	16%	-3%	0%	?	-3%	?	nt
SW480 rerep	?	1%	9%	-6%	nt	-4%	?	2%
KB-V1 MDR tox	-15%	27%	18%	-27%	?	1%	?	-1%

9. C[C@@H]1CN([C@@H](C)CO)C(=O)Cc2cc(NC(=O)Nc3ccc(C(F)(F)F)cc3)ccc2O[C@@H]1CN(C)S(=O)(=O)c1ccc(Cl)cc1
10. C=CCn1nnnc1SCC(=O)Nc1ccc(C(=O)OC)cc1
11. Cc1ccc(C(=O)NNC(=O)C(C)Sc2nc(N)cc(N)n2)cc1 (configuration not stated)
12. CS(=O)(=O)c1cc(C(=O)O)cc(NCc2ccccc2)c1Oc1ccccc1
13. CC1=C(C(=O)Nc2ccc(C(=O)NCCCN3CCCCC3)cc2)SCCO1
14. Cc1ccc(NC(=O)COC(=O)c2ccc(S(=O)(=O)NCc3ccco3)cc2)cc1
15. O=C(CN1CCN(c2ccccn2)CC1)Nc1ccc(F)cc1F
16. COc1ccc(NS(=O)(=O)c2ccc(C)c(C(=O)NCC(c3ccco3)N(C)C)c2)cc1 (configuration not stated)
compound no.	9	10	11	12	13	14	15	16
IL-1B inflam inh	?	0	35	9	22	-6	-12	-5
MCF10A rereplic	?	2%	-186%[0.0737 µM]	nt	0%	-6%	1%	7%
HT1080-NT tox	?	-3%	0%	8%	7%	11%	0%	3%
WRN helicase inh	-7%	-27%	7%	6%	5%	-4%	0%	6%
HT1080 IDH1KD tx	23µM*	-4%	6%	5%	4%	-2%	-2%	5%
KB-3-1 cytotox	?	nt	6%	?	34%	9%	1%	3%
ATXN2 expr inh	?	2%	1%	nt	6%	0%	nt	4%
SW480 rerep	6%	-4%	-12%	nt	-11%	-8%	0%	-1%
KB-V1 MDR tox	0%	nt	29%	2%	?	16%	0%	-24%

17. CC(=O)N(c1ccc(Cl)cc1)c1cn(C(C)=O)c2ccccc12
18. CCOc1cccc(OCCOc2ccccc2[N+](=O)[O-])c1
19. Clc1ccc2nc(C3CCCCC3)c(Cc3ccccc3)n2c1
20. Cc1cc2nc(C)n3c4ccccc4nc3n2n1
21. CN1CCN(C(=O)C2=C[C@@H](c3ccc4c(c3)OCO4)C[C@@H](OCc3ccc(CO)cc3)O2)CC1
22. CCCOC(=O)c1c(NC(=O)CCC(=O)O)sc2c1CCCCC2
23. Nc1nonc1-n1nnc(C(=O)N/N=C/c2c[nH]c3ccccc23)c1-c1ccccc1
24. Cc1ccc(/C=C/C(=O)Nc2sc(C)c(C)c2C(=O)OC(C)C)o1
compound no.	17	18	19	20	21	22	23	24
IL-1B inflam inh	-15	-8	28	11	-3	9	26	6
MCF10A rereplic	0%	0%	nt	-3%	-1%	4%	-14%	?
HT1080-NT tox	-11%	14%	1%	-5%	14%	15%	-12%	-2%
WRN helicase inh	-9%	-10%	0%	-1%	4%	3%	-12%	-10%[57.1 µM]
HT1080 IDH1KD tx	-8%	11%	0%	-11%	7%	12%	-12%	5%
KB-3-1 cytotox	-4%	8%	0%	-3%	0%	?	6%	0%
ATXN2 expr inh	-9%	42%[activator]	5%	-1%	4%	0%	1%	3%
SW480 rerep	2%	0%	nt	-3%	-8%	-16%	-10%	?
KB-V1 MDR tox	-10%	-4%	7%	22%	-5%	?	8%	-3%

Fetched by structure from above, 3 records:
20. Cc1cc2nc(C)n3c4ccccc4nc3n2n1
19. Clc1ccc2nc(C3CCCCC3)c(Cc3ccccc3)n2c1
17. CC(=O)N(c1ccc(Cl)cc1)c1cn(C(C)=O)c2ccccc12
compound no.	20	19	17
IL-1B inflam inh	11	28	-15
MCF10A rereplic	-3%	nt	0%
HT1080-NT tox	-5%	1%	-11%
WRN helicase inh	-1%	0%	-9%
HT1080 IDH1KD tx	-11%	0%	-8%
KB-3-1 cytotox	-3%	0%	-4%
ATXN2 expr inh	-1%	5%	-9%
SW480 rerep	-3%	nt	2%
KB-V1 MDR tox	22%	7%	-10%

(list continues)
25. O=C(CCNC(=O)c1ccc(Br)cc1)NC1CCCc2ccccc21 (configuration not stated)
26. COc1cccc(NS(=O)(=O)NC(=O)c2c(C)[nH]c3ccccc23)c1
27. Cn1cnnc1SC/C(O)=C(\C#N)c1nc2ccccc2[nH]1
28. O=C(C(=O)N1CCOCC1)c1c[nH]c2ccccc12
29. O=C(N1CCN(c2ccc(F)cc2)CC1)C12CC3CC(CC(C3)C1)C2
30. Cc1ccc2nc(NC(=O)CCCC(=O)O)sc2c1
31. CCCCOc1ccccc1C1NC(=O)CCC1[N+](=O)[O-] (configuration not stated)
32. COC(=O)c1sc2ncccc2c1OCc1cccc(Cl)c1
compound no.	25	26	27	28	29	30	31	32
IL-1B inflam inh	-15	10	58	-23	4	11	25	0
MCF10A rereplic	?	13%	11%	-2%	4%	?	-19%	1%
HT1080-NT tox	-1%	-8%	2%	12%	18%	0%	15%	?
WRN helicase inh	-18%	6%	11%	3%	-3%	-15%	9%	-15%
HT1080 IDH1KD tx	-30%	-6%	6%	2%	23%	8%	10%	3%
KB-3-1 cytotox	?	2%	20%	-2%	-10%	-11%	10%	-3%
ATXN2 expr inh	-20%	-1%	3%	4%	-19%	nt	-4%	-10%
SW480 rerep	?	-8%	-2%	-29%	-4%	11%	-3%	-5%
KB-V1 MDR tox	?	0%	-2%	3%	-16%	4%	10%	?

33. Cc1ccc(CNC(=O)c2ccccc2-n2cnnn2)cc1
34. CCOc1[nH]n(-c2ccccc2)c(=O)c1C=Nc1ccc(F)cc1F
35. COc1ccc(-c2noc(CCC(=O)Nc3cccc(C)c3)n2)cc1
36. Cc1ccc(N2CC(C(=O)NCCS(=O)(=O)N3CCN(c4ccc(F)cc4)CC3)CC2=O)cc1 (configuration not stated)
37. O=C(COC(=O)c1cccc(S(=O)(=O)N2CCc3ccccc32)c1)NC1CCS(=O)(=O)C1 (configuration not stated)
38. O=C(CCn1nnc2ccccc2c1=O)N[C@H](C(=O)O)c1ccccc1
39. C#CCN(C[C@H]1[C@H](OC(=O)NCc2ccc(OC)c(OC)c2)[C@H](OC(=O)NCc2ccc(OC)c(OC)c2)C[C@@H](C(=O)OC)[C@H]1C(=O)OC)S(=O)(=O)c1ccc(C)cc1
40. CC[n+]1c(/C=C/C=C/N(C(C)=O)c2ccccc2)sc2cc(OC)ccc21
compound no.	33	34	35	36	37	38	39	40
IL-1B inflam inh	-7	-3	23	-19	28	1	-14	-117*
MCF10A rereplic	3%	-4%	0%	-1%	2%	17%	nt	-102%[inhibitor]
HT1080-NT tox	30%	17%	-2%	13%	-1%	7%	-8%	?
WRN helicase inh	-3%	1%	1%	8%	3%	5%	6%	?
HT1080 IDH1KD tx	10%	11%	1%	12%	2%	4%	-12%	?
KB-3-1 cytotox	-1%	6%	-1%	0%	-8%	-1%	-6%	3.3µM*
ATXN2 expr inh	5%	nt	4%	-6%	5%	9%	-5%	20µM*
SW480 rerep	?	-15%	-13%	-3%	-5%	-15%	nt	?
KB-V1 MDR tox	0%	1%	-22%	32%	-2%	-5%	0%	13µM*

41. Cn1c(=O)[nH]c(=O)c2c1nc(CN1CCN(c3cccc(Cl)c3)CC1)n2CCc1ccccc1
42. COc1cccc(-c2cc(C(=O)NCC3CCCO3)on2)c1 (configuration not stated)
43. O=C1Cc2cc(O)ccc2O1
44. O=C(CN1C(=O)S/C(=C\C=C\c2ccccc2)C1=O)Nc1cccc(O)c1
45. O=C(c1cc(-c2cccs2)on1)N1CCN(c2ccccc2)CC1
compound no.	41	42	43	44	45
IL-1B inflam inh	-19	5	-8	-110*	5
MCF10A rereplic	-2%	-3%	-6%	?	1%
HT1080-NT tox	?	14%	0%	?	-20%
WRN helicase inh	-5%	-5%	-8%	-12%	-5%
HT1080 IDH1KD tx	?	22%	-3%	?	?
KB-3-1 cytotox	-8%	1%	4%	?	?
ATXN2 expr inh	-17%	nt	0%	61%[activator]	-27%
SW480 rerep	15%	-1%	7%	?	3%
KB-V1 MDR tox	?	?	22%	?	?
